# K1F lysis inhibition: inhibition of K1F phage lysis, E. coli UTI89, bacterial capsule biogenesis inhibitors, alamar blue (AID 488966) | E. coli UTI89 K1F phage lysis, alamar blue, 2 h; higher % means a stronger effect | actives 0.02% (n = 340,000) | inhibition, % at 100 µM; hits with a dose series show IC50 in µM;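 active means phage lysis inhibition, versus mean bacterial control, above a set limit; inconclusive means no clear call, values can overlap the other calls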;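 further: capsule biogenesis inhibitors block K1F phage lysis so surviving cells raise fluorescence; higher fluorescence means more inhibition of phage lysis; actives were called in the ten point dose series up to 300 µM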
# Autophagy mod: autophagy modulation, high-content screen; actives 0.98% (n = 190,000); calls only at 10 µM (by protocol); AID 463193; MEF GFP-LC3 puncta imaging; test concentration mostly 10 µM;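 active means percentage of spot-positive cells more than 3 SD above its plate mean, without a fluorescence outlier flag or 80% toxicity; inconclusive means no clear call, values can overlap the other calls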;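 further: spot-positive cell cutoff set from DMSO-treated cells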
# WT yeast gro inh: growth inhibition of WT yeast, mitochondrial fusion screen; mitochondrial fusion phenotypic screen, WT strain; inhibition, % at 10 µM; actives 2.1% (n = 190,000); AID 1362; in the data active means inhibition above about 58%; tested in S. cerevisiae
# AID2073: inhibitors of Mint1-CaV2.2 protein interaction, biochemical, HTRF (AID 2073); one-dose inhibition, % at 20 µM; IC50 in µM for titrated hits; actives 0.19% (n = 290,000); HTRF protein-protein interaction, Mint1-CaV2.2; higher % means a stronger effect; in the data active means inhibition mostly above about 51%, no sharp cut-off; inconclusive means no clear call, values can overlap the other calls; inactive means mostly below about 53%; further: some results filed as inactive read as strong as hits
# RSV CPE inhibition: inhibition of RSV-induced cytopathic effect – HEp-2 cells, primary 10 µM value included (AID 2391); HEp-2 cells, RSV-induced CPE inhibition; higher % means a stronger effect; CPE inhibition, % at 10 µM, or IC50 in µM where a hit was titrated; actives 0.13% (n = 310,000); in the data active means a potency from the dose series; inconclusive means CPE inhibition mostly from about 23% at the one dose, without a potency; inactive means the rest, 99 in 100 with CPE inhibition below about 21%; further: strong numbers were not always called active
# NTR1 ag: NTR1-driven beta-arrestin-GFP spot formation – imaging, U2OS cells, high content, primary screen (AID 493036). P30989. agonist mode. activation, % at 20 µM. actives 0.17% (n = 330,000);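 active means activation at or above 40% of the spot to cytoplasm intensity ratio, with at least 20 cells analyzed; inconclusive means wells under 20 cells, flagged as cytotoxic or low count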;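 further: 0% = DMSO without peptide and 100% = 100 nM NTR1 peptide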
# Target sequence (P30989 whole entry, looked up): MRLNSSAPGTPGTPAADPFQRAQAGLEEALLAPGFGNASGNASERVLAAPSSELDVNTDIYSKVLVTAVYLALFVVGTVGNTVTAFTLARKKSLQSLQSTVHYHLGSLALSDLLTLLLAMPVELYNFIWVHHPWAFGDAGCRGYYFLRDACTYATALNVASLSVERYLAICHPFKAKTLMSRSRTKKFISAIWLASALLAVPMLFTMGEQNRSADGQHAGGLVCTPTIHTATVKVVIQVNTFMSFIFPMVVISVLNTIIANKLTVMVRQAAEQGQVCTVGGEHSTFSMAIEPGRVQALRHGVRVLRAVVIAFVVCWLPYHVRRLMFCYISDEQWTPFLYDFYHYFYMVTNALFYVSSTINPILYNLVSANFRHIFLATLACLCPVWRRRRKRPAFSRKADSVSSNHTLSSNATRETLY
# GPR35 arrestin U2OS: inhibition of zaprinast-stimulated GPR35 beta-arrestin translocation – imaging, U2OS, beta-arrestin-GFP, zaprinast agonist, primary screen (AID 2058) | U2OS GPR35 beta-arrestin-GFP translocation imaging, zaprinast antagonism; higher % means a stronger effect | inhibition, % at 10 µM, or IC50 in µM where a hit was titrated | actives 0.052% (n = 290,000);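 active means inhibition of at least 50% with at least 30 cells and total cytoplasm GFP at most 10,000,000; inconclusive means under 30 cells or total GFP of 10,000,000 plus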
# Dengue-2 NS5 capping: Dengue-2 NS5 methyltransferase inhibitors, primary screen, biochemical, confirmation dose response (AID 588689); Dengue-2 NS5 methyltransferase capping enzyme assay, biochemical; higher % means a stronger effect; inhibition, % at 25 µM; hits with a dose series show IC50 in µM; actives 0.3% (n = 340,000); in the data active means a potency from the dose series; inconclusive means inhibition above about 29% without an active follow-up result
# LYP inhibition: PTPN22 lymphoid phosphatase activity blockers – biochemical, fluorescence intensity, uHTS (AID 1779); actives 0.054% (n = 290,000); recombinant LYP phosphatase, fluorescence intensity; higher % means a stronger effect; inhibition, % at 11.5 µM; hits with a dose series show IC50 in µM; in the data active means inhibition above about 50%;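 further: plate controls were vehicle with enzyme for no effect and no enzyme for full effect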
# WT yeast gro inh mutant strain: further read-out of WT yeast gro inh, marked with its call; inhibition, %; mitochondrial fusion phenotypic screen, mutant strain inhibition
# Autophagy mod cell loss 18 h: also measured in Autophagy mod; calls as there; toxicity, %; measured here: cell loss, nuclei count;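 cell loss after 18 h compound exposure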
# NTR1 ag cell count 20 µM: further read-out of NTR1 ag, marked with its call; cell count; measured here: cell count, cytotoxicity flag
# Dengue-2 NS5 capping pilot replicate: further read-out of Dengue-2 NS5 capping, marked with its call; inhibition, %; measured here: pilot screen replicate inhibition
# The depositor's hits bear a star; i = inactive; u = inconclusive; x = no result given; [ ] = dose if it differs, or a comment.
SMILES,K1F lysis inhibition,Autophagy mod,Autophagy mod cell loss 18 h,WT yeast gro inh,WT yeast gro inh mutant strain,AID2073,RSV CPE inhibition,NTR1 ag,NTR1 ag cell count 20 µM,GPR35 arrestin U2OS,Dengue-2 NS5 capping,LYP inhibition,others
O=C(COc1ccc(Cl)cc1)NCc1nnc(SCC(=O)N2CCCC2)o1,0.2%,i,24.3,-11.4,-3.8,15.2%,0.7%,-0.5,83,3.0%,-4.4%,-5.2%,
Cc1cccc(C(=O)NCC(=O)OCC(=O)N(C)CC(=O)Nc2ccc(F)cc2)c1,0.9%[50 µM],x,x,x,x,x,0.2%,-0.3,52,x,2.9%,x,
OC(COc1c(F)cc(Br)cc1F)CN1CCOCC1 (stereo not given),-0.2%[50 µM],x,x,x,x,6.3%,0.1%,0.5,84,5.2%,0.0%,-5.0%,
CCCn1c(SCC(=O)Nc2ccc(C)c(S(=O)(=O)N3CCOCC3)c2)n[nH]c1=O,0.2%,i,-5.9,-2.1,-10.5,21.4%,0.3%,-0.1,58,2.1%,-2.2%,2.6%,
COC(=O)c1cn(C(=O)/C=C/c2ccc(OC)c(OC)c2)c2ccccc12,1.6%,i,-9.0,5.3,3.1,10.4%,15.6%,5.5,40,-2.6%,-9.0%,2.7%,
CCOC(=O)C(O)(CCC(O)(C(=O)OCC)C(=O)OCC)C(=O)OCC,0.5%,i,-6.5,-4.2,18.0,3.1%,0.3%,0.8,47,-15.6%,-4.2%,-1.0%,
CCOC(=O)CCCNC(=O)COC(=O)CCC(=O)c1ccc(F)cc1,2.5%,i,2.7,2.7,13.6,1.7%,0.7%,-1.3,61,-5.8%,-6.6%,-7.8%,
CCc1cccc(NS(=O)(=O)c2c(C)[nH]c(=O)[nH]c2=O)c1,-0.7%[50 µM],x,x,x,x,-4.1%,3.3%,-1.1,91,-18.9%,-1.6%,-2.5%,
COc1ccccc1N1CCN(c2nc(C)cc(C)c2C#N)CC1,-0.2%,x,x,x,x,5.8%,0.6%,0.7,54,17.5%,4.0%,-10.9%,Dengue-2 NS5 capping pilot replicate=0.0
O=C(COC(=O)CCCSc1nc2ccccc2[nH]1)Nc1ccc(Cl)cc1,-1.3%,i,-10.4,-5.3,-6.2,8.6%,1.2%,1.0,59,-5.5%,-0.7%,-3.9%,
CCCN1CCN(C(=O)c2cc3c(s2)-c2ccccc2OC3)CC1,9.7%,x,x,x,x,48.5%,-2.1%,-6.9,51,3.5%,5.8%,-23.0%,
COc1ccc(C(=O)COC(=O)CNC(=O)c2cccs2)cc1Br,0.1%,x,x,x,x,12.4%,1.2%,0.4,43,-13.0%,14.9%,-6.4%,
CCCC(=O)N1CCCC(c2nc(-c3cccs3)no2)C1 (stereo not given),-0.2%,i,-0.8,3.7,6.2,3.7%,1.5%,-3.5,79,-0.4%,-6.4%,-4.8%,
Cc1cccc(C)c1OCC(=O)Nc1ccccc1N1CCCCC1,1.2%[50 µM],x,x,x,x,8.2%,13.1%,7.3,62,13.7%,-4.6%,-5.4%,
CCOc1ccc(Br)cc1S(=O)(=O)NC(=O)c1ccccc1,-0.5%,i,2.8,-3.0,-3.9,-11.1%,1.3%,0.1,48,20.6%,-3.9%,-6.6%,
COc1cc(CNCc2ccccc2Cl)ccc1OCC(=O)NC1CCCCC1,1.7%[50 µM],x,x,x,x,-1.9%,0.9%,2.1,55,3.4%,2.6%,-8.1%,
O=C(c1cccs1)N(Cc1ccco1)C1CCS(=O)(=O)C1 (stereo not given),6.7%,i,-7.4,-1.8,11.2,-12.2%,1.0%,-0.2,51,-7.5%,-4.0%,-11.6%,
COc1cc(C(=O)NC(=S)Nc2csc(-c3ccc(F)cc3)n2)cc(OC)c1OC,0.1%,x,x,x,x,36.1%,3.8%,10.8,71,6.4%,-2.0%,3.3%,
Cc1ccc(C(=O)Nc2ccccc2C(=O)NC(Cc2ccccc2)C(=O)O)cc1 (stereo not given),-0.3%,i,-6.9,11.3,5.2,1.9%,0.6%,-1.1,28,6.8%,0.0%,-5.4%,
COc1ccccc1CN(C)CC(=O)NC(=O)NC1CCCCC1,0.7%[50 µM],x,x,x,x,x,-0.3%,0.8,76,x,-6.8%,x,
Clc1ccc(CN2CC[C@H]3C=CCc4cccc(c43)C2)cc1,-0.6%,x,x,x,x,x,-0.3%,2.4,49,x,-6.4%,x,
COc1ccc(C)cc1NC(=O)CNC(c1ccccc1)c1ccc(C)cc1 (stereo not given),-0.2%,x,x,x,x,3.4%,0.9%,4.9,68,-11.7%,1.3%,-4.1%,
Cc1ccc2cc(CN(CC3CCCO3)C(=S)NCc3ccco3)c(=O)[nH]c2c1 (stereo not given),-0.1%,i,3.0,-10.7,-17.3,14.7%,1.4%,4.0,50,2.7%,-4.5%,1.0%,
COc1ccc(S(=O)(=O)NCCCN2CCOCC2)cc1F,-0.6%[50 µM],x,x,x,x,21.6%,-0.1%,1.6,67,-3.4%,-5.8%,-10.5%,
Cc1cc(NC(=O)c2cccs2)cc(-c2nc3ncccc3o2)c1O,-0.1%,x,x,x,x,u,2.5%,6.9,46,-6.7%,1.3%,1.9%,
CCn1c(NCc2cccc(OC)c2OC)nc2ccccc21,4.0%,i,0.5,14.5,5.1,-4.9%,0.1%,-4.2,80,-8.4%,-2.3%,-8.3%,
CCCCn1c(N)c(N(CCC(C)C)C(=O)COC(=O)c2cccnc2Cl)c(=O)[nH]c1=O,0.2%[50 µM],x,x,x,x,x,-0.5%,0.7,59,x,-4.8%,x,
O=C(C[n+]1ccc2ccccc2c1)c1ccccc1,1.2%[50 µM],x,x,x,x,10.0%,0.4%,-0.9,62,-2.9%,-18.8%,-6.1%,
COC(=O)Cn1c2ccc(F)cc2c2nc(C)sc21,0.8%,i,-1.6,6.3,23.9,-12.7%,0.0%,0.4,89,-2.3%,2.6%,2.1%,
CNC(=O)c1nnn(Cc2ccccc2)c1NC(=O)C(F)(F)F,1.2%,i,-1.2,5.3,-6.9,2.8%,1.9%,-8.8,18,22.1%,-4.4%,-6.6%,
CCc1cc(C(=O)N2CCN(c3ccccn3)CC2)sc1C,0.1%,x,x,x,x,2.8%,2.6%,-0.8,70,8.9%,2.6%,-8.6%,
CC(=O)Cc1nsc(NC(=O)c2cccs2)n1,0.0%,i,-4.3,x,x,-1.2%,1.1%,-0.7,89,8.5%,4.1%,-3.4%,
COc1ccc(Nc2c([N+](=O)[O-])ccc3c2=NC2(CCCCC2)N=3)cc1,-0.2%,i,10.4,17.2,9.9,-12.8%,0.4%,3.6,38,0.4%,19.6%,-3.1%,
CCC1CCCN1Cn1cnc2c([nH]c3ccc(Cl)cc32)c1=O (stereo not given),1.5%[50 µM],i,-7.1,3.6,-9.9,11.8%,0.7%,1.8,62,5.8%,-5.9%,-1.5%,
Cc1c(NC(=O)c2cnn3c(C(F)(F)F)cc(-c4ccco4)nc23)c(=O)n(-c2ccccc2)n1C,0.4%,i,-5.7,x,x,1.7%,0.3%,0.9,52,-16.3%,7.5%,-3.5%,
CCSc1nc2sc3c(c2c(=O)n1-c1ccccc1)CCN(C(C)C)C3,-0.3%[50 µM],x,x,x,x,-2.2%,8.9%,0.4,79,-16.2%,-8.5%,-0.8%,
CC(C)NC(=O)NC(=O)CSc1ncc(C(F)(F)F)cc1Cl,0.5%,i,-15.5,1.1,38.5,-11.4%,-1.3%,2.9,69,4.0%,-2.5%,-2.2%,
CCc1cccc(C)c1NC(=O)COC(=O)C(NS(=O)(=O)c1ccc(Cl)cc1)C(C)O (stereo not given),3.0%[50 µM],i,-7.5,-0.2,-8.9,2.0%,-0.7%,-1.0,91,-2.2%,-0.6%,-2.5%,
Oc1ccc(-c2nc3ccc4ccccc4c3c3c2CCC3)cc1O,3.7%,i,7.1,5.7,-7.4,12.3%,1.0%,25.6,34,-18.4%,4.0%,12.0%,
COc1ccc(CNC(=O)CS(=O)(=O)Cc2nc(-c3ccc(OC)cc3)oc2C)cc1,0.2%,x,x,x,x,7.2%,0.1%,1.0,71,8.6%,1.8%,-13.5%,
O=C(CC1SC(=O)N(c2ccccc2)C1=O)Nc1cccc2ccccc12 (stereo not given),-0.1%,x,x,x,x,1.8%,-0.3%,0.6,64,18.1%,12.1%,0.6%,
CCc1nnc(N2CCN(c3ncnc4c3oc3ccccc34)CC2)s1,-0.2%,i,16.9,35.1,20.1,-0.8%,x,x,x,-16.0%,-9.7%,-2.1%,
CC(=O)c1cccc(OCc2cc(C(=O)NC3CCN(Cc4ccccc4)CC3)no2)c1,0.0%,x,x,x,x,6.3%,8.5%,0.9,74,-0.6%,-7.9%,-4.1%,
CS(=O)(=O)N(CC(=O)N1CCCC1)c1ccccc1F,0.0%,x,x,x,x,1.5%,1.5%,-0.8,48,7.5%,-1.3%,-3.2%,Dengue-2 NS5 capping pilot replicate=-3.3
C/C(=N\NC(=O)c1c(Cl)cnn1C)c1ccc(NC(=O)c2ccc(Br)o2)cc1,-0.1%,x,x,x,x,-3.1%,0.5%,10.3,60,-9.8%,-3.2%,-8.1%,
O=C(NCc1ccc2c(c1)OCO2)C1CCCN1C(=O)Nc1ccccc1 (stereo not given),1.2%[50 µM],i,-2.1,-0.8,-19.1,5.1%,4.9%,-0.8,44,-4.4%,-4.2%,-2.3%,
CN1CCN(C(=O)CCCN2C(=O)/C(=C/c3cccc(Br)c3)SC2=S)CC1,4.2%,x,x,x,x,-4.0%,x,0.5,59,-4.8%,-2.2%,-10.8%,
O=C(NCCCN1CCOCC1)C1Nc2ccc(OC(F)(F)F)cc2C2C=CCC12 (stereo not given),2.3%,x,x,x,x,x,-2.3%,-0.7,92,x,5.6%,x,
CC1(C)CC(=O)c2cc(C(=O)NC3CCSC3=O)c(=O)n(-c3ccccc3)c2C1 (stereo not given),0.2%,i,-9.2,26.0,25.3,0.4%,0.6%,-0.3,74,15.8%,4.7%,-6.3%,

# Screens (PubChem)
